# KKLEB tox: cytotoxicity in KKLEB CF airway cells, primary screen, cytotoxicity control for CF NF-kB inhibitor project, cell-based, uHTS, fluorescence assay plates | KKLEB CF airway cells viability, ATPlite luminescence, overnight; stronger effect = lower value; cells stimulated with P. aeruginosa culture filtrate | 360,000 tested, 0.36% active | activity change (cytotoxicity), % at 5 µM;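 active = corrected activity change at or below -50% at 5 µM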
# TROY NFkB inh: inhibitors of TROY-driven NF-kB signaling, primary screen, Q293 LMP1-TROYcd cells, NF-kB luciferase, uHTS; Q293 LMP1-TROYcd NF-kB luciferase reporter, 4 h; inhibition, % at 10 µM; 360,000 tested, 0.98% active;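 active = compounds whose plate-normalised and pattern-corrected inhibition of the luciferase reporter signal at the single screening dose is 50% or more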
# NR2E3 ag-1: NR2E3 agonists in two-hybrid cells, primary screen, cell-based, luminescence, CHO-S, Gal4-NCOR/VP16-NR2E3 | luciferase | AID 602229, 2012 | inhibition of corepressor binding, % at 3.98 µM | 360,000 tested, 0.35% active;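 active = inhibition above the mean of all tested compounds plus 3 SD, cut at about 70% in these data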;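 also: 0% = DMSO with NR2E3 transfected cells and 100% = cells lacking NR2E3 construct; higher means lower luciferase signal from less NR2E3 corepressor binding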
# Target sequence (Q9Y5X4 whole entry, looked up, the tested form may be a part): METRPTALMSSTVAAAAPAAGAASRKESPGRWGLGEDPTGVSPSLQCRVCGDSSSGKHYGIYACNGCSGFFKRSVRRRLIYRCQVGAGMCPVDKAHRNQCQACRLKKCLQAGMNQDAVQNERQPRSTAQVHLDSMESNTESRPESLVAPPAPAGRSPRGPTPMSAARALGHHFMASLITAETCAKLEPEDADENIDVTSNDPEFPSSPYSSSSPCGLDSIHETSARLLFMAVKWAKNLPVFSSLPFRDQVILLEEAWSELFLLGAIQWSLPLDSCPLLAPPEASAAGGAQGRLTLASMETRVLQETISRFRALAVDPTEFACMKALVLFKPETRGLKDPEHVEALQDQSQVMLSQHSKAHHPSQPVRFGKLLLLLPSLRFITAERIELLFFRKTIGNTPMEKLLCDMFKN
# TRPM1 prom inh: inhibitors of MITF-dependent TRPM1 promoter reporter, primary screen, cell-based, SK-MEL-5, single point, luciferase; 330,000 tested, 0.83% active; AID 488899, 2010; SK-MEL-5 TRPM1 promoter luciferase, 24 h; inhibition, % at 12.5 µM;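 active = mean inhibition across replicates of 60% or more, whatever share of single replicates reaches that level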; also: values of inactives mirror those of a sister screen read the other way
# TRAIL sens C8: viability loss with TRAIL in NB7+C8 cells, primary screen, TRAIL sensitizer project, cell-based, ATPlite luminescence. inhibition (viability loss, TRAIL sensitization), % at 10 µM. AID 624354, 2012. 360,000 tested, 1% active;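 active = compounds causing at least 50% loss of cell viability in the single-dose screen, relative to plate controls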
# Shn3 inh set2: reduction of Shn3 3'UTR firefly luciferase signal, primary screen, Schnurri-3 inhibitor project, cell-based, Clone20 osteoblasts, set 2; 360,000 tested, 0.52% active; AID 588674, 2011; Clone20 osteoblast Shn3 3'UTR firefly luciferase, 24 h; inhibition, % at 12.5 µM;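 active = mean inhibition of at least 75% with every replicate also reaching 75%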;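 also: 0% = median of neutral control wells and 100% = pilot-screen positive control compound; some compounds past the cut are filed as inactive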
# CF NFkB inh: inhibitors of PAF-induced NF-kB signaling, primary screen, cell-based, GFP fluorescence, uHTS; KKLEB NF-kB-GFP reporter, GFP fluorescence overnight; inhibition, % at 5 µM; 360,000 tested, 0.86% active; AID 588850, 2011;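 active = at least 50% inhibition at 5 µM, scaled per plate between neutral and stimulator controls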;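 also: PAF is a Pseudomonas aeruginosa culture filtrate used as stimulus; plate controls were PAF-stimulated DMSO wells for no effect and unstimulated DMSO wells for full effect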
# NR2E3 ag-2: inhibitors of NR2E3-RetCOR corepressor binding, primary screen, NR2E3 agonist project, biochemical, TR-FRET, GST-NR2E3, biotin-RetCOR | Photoreceptor-specific nuclear receptor (Homo sapiens), Q9Y5X4 | 320,000 tested, 0.12% active | AID 2300, 2010 | inhibition of corepressor binding, % at 4.78 µM | 1536-well;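 active = percent inhibition above the cutoff of mean plus 3 SD of all tested compounds, set per screening campaign, cut at about 20% in these data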;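 also: 0% = DMSO wells and 100% = biotin wells as full block of FRET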
#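 Format: 1536-well format; test system: GST-NR2E3 and biotin-RetCOR proteins; read-out basis: percent inhibition of TR-FRET ratio; timing: 5 h incubation at 4 °C; detection: time-resolved FRET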
# HIF-2a block: HIF-2a reporter inhibitors, primary screen, luminescence, 786-0 RCC cells; 786-0 RCC cells HIF-2a reporter, luciferase luminescence, overnight; inhibition, % at 18.8 µM; 360,000 tested, 0.72% active; AID 624352, 2012;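 active = inhibition of the luminescence signal of 40% or more relative to plate controls, in a single-dose primary screen at 18.75 µM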
# TWEAK-Fn14 inh: inhibitors of TWEAK-Fn14 signaling, primary screen, luciferase reporter cells, uHTS | 360,000 tested, 2% active | AID 1159606, 2016 | inhibition, % at 10 µM | TWEAK-stimulated Fn14 reporter cells, luciferase luminescence, 8 h; in the data active = inhibition above about 50%
# Peg3 promoter: Peg3 promoter-driven luciferase inhibitors, primary screen, cell-based, HeLa, luciferase luminescence. HeLa PEG-Prom luciferase reporter, overnight. inhibition, % at 20 µM. 360,000 tested, 1.7% active. AID 588405, 2011;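 active = inhibition of at least 50% at 20 µM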
# An asterisk follows results filed as active; / = not tested or not shown. Not all compounds are listed, so the mix of outcomes need not match the whole.
SMILES,KKLEB tox,TROY NFkB inh,NR2E3 ag-1,TRPM1 prom inh,TRAIL sens C8,Shn3 inh set2,CF NFkB inh,NR2E3 ag-2,HIF-2a block,TWEAK-Fn14 inh,Peg3 promoter
Cc1ccccc1S(=O)(=O)Cc1ccc(C(=O)NCc2cccnc2)o1,-5,22,4,-1,-2,2,1,-3,9,4,-7
CCn1c(CSc2nncn2-c2ccc(OC)cc2)nc2cc(S(=O)(=O)N(C)C)ccc21,-13,-2,-11,10,-7,-3,5,-2,-4,-3,-8
CCCN(CC(=O)Nc1ccccc1OC)C(=O)c1cc(-c2cccs2)nn1-c1ccccc1,-11,18,1,-7,-1,35,7,-5,12,25,35
COCCNC(=O)COc1ccc(N(C)S(=O)(=O)c2ccc3ccccc3c2)cc1,-6,2,-18,3,7,1,10,-1,4,-4,7
C=CCn1c(SCC(=O)NCC(c2ccccc2)N(C)C)nc2sc3c(c2c1=O)CCC3 (stereo not drawn),2,-13,-23,-8,-6,56,15,/,4,-3,5
CCCOc1ccc(NC(=O)C2CC(=O)N3CCCN=C3S2)cc1 (stereo not drawn),-13,-13,-15,-9,5,21,-9,0,-69,6,-149
CCCOc1cc(C)c(S(=O)(=O)NCCOC)cc1C,3,-23,-20,-15,-9,0,-15,-1,16,-11,13
CC(=O)c1ccc(NC(=O)c2noc(C(C)C)c2[N+](=O)[O-])cc1,16,-43,-17,0,21,-12,17,3,-85,0,-95
CCOC(=O)C1=C(C)N(CCCC(=O)O)C(=O)NC1c1ccc2ccccc2c1 (stereo not drawn),0,1,-10,-5,2,86*,19,1,11,-4,18
O=C(Cc1cccs1)N1CCN(S(=O)(=O)c2ccc(Cl)c(C(F)(F)F)c2)CC1,7,-3,1,-1,-14,-4,-3,2,4,-3,15
CCn1nnnc1NCc1ccc(SC)cc1,-3,7,-9,5,12,-13,2,/,-5,-13,4
COc1ccc(C(CC(=O)Nc2ccccn2)N2Cc3ccccc3C2=O)cc1OC (stereo not drawn),3,5,-32,6,-3,4,8,-1,18,4,8
Cc1c(-c2cc(C(=O)O)on2)cnn1C,-8,6,-9,10,-13,6,1,1,5,-6,2
O=c1cc(Nc2ccc3c(c2)OCCO3)[nH]c(=O)n1Cc1ccc(F)cc1,11,51*,11,-4,-9,-18,6,1,11,69*,-11
COC(=O)CCN(C)CCC(=O)OC,1,-2,0,-9,-12,-4,-2,0,10,17,6
COc1ccc(C(=O)NC2CCCc3c2cnn3-c2ccccc2F)cc1OC (stereo not drawn),-5,14,40,26,18,76,14,1,15,22,2
Cc1cc(-c2ccccc2)nc2cc(C(=O)OC(C)C)nn12,1,1,-31,-15,14,-6,-4,2,-3,-10,-14
O=C(Nc1ccc(-c2ccc(N3CCCCC3)nn2)cc1)c1ccco1,-13,5,-173,-110,29,-139,21,-1,-220,0,-236
Cc1ccc(C)c2[nH]c(=O)c(CCNC(=O)CC(C)C)cc12,13,10,-18,1,-1,-17,-13,4,1,-18,3
Cc1nc(-c2ccccc2)sc1C(=O)NS(=O)(=O)c1ccc(CN2CCN(c3ccccc3)CC2)cc1,/,0,-9,/,4,/,/,/,-2,2,/
CC(NS(=O)(=O)c1ccc(Cl)cc1)C(c1cccs1)N1CCN(C)CC1 (stereo not drawn),-16,1,-22,0,-1,-19,2,4,2,-9,-1
O=C(Nc1cccc(-c2cccc(F)c2)c1)C1CCN(C2CCC2)CC1,-15,-5,0,-8,10,-2,9,1,2,3,34
CS(=O)(=O)N(CC(=O)Nc1ccc(S(=O)(=O)N2CCCC2)cc1)c1cccc(F)c1,-14,1,-11,9,5,11,9,-3,25,15,21
C=CCn1c(SCC(=O)NCCCC(=O)OCC)nc2scc(-c3ccco3)c2c1=O,13,-3,-30,11,-5,-2,-10,1,10,0,10
CCNC(=O)C1(C)CCCN(Cc2ccc3ccccc3c2Br)C1 (stereo not drawn),2,28,-25,/,6,8,31,/,8,-5,6
COc1ccc(NCc2ccsc2)cc1,-6,-19,-30,-38,-5,-34,-8,-1,-83,-22,-65
CCOC(=O)c1cn(-c2c(C)n(C)n(-c3ccccc3)c2=O)c2c(F)c(F)c(F)cc2c1=O,8,-4,0,/,-19,-1,6,-3,17,-16,0
COc1cc(NC(=O)c2nccnc2C(=O)O)cc(OC)c1,12,-9,8,6,-19,2,-12,-1,5,0,4
NC(=S)NNC(=O)/C(=C/c1ccc(Br)cc1)NC(=O)c1ccccc1,-2,-7,-6,1,1,-7,-1,0,7,9,-17
O=C(CCN1C(=O)c2ccccc2C1=O)NCc1ccc(F)cc1,7,30,2,8,-14,-7,-24,0,3,16,8

# Continued; the last three above are carried over.
SMILES,KKLEB tox,TROY NFkB inh,NR2E3 ag-1,TRPM1 prom inh,TRAIL sens C8,Shn3 inh set2,CF NFkB inh,NR2E3 ag-2,HIF-2a block,TWEAK-Fn14 inh,Peg3 promoter
COc1cc(NC(=O)c2nccnc2C(=O)O)cc(OC)c1,12,-9,8,6,-19,2,-12,-1,5,0,4
NC(=S)NNC(=O)/C(=C/c1ccc(Br)cc1)NC(=O)c1ccccc1,-2,-7,-6,1,1,-7,-1,0,7,9,-17
O=C(CCN1C(=O)c2ccccc2C1=O)NCc1ccc(F)cc1,7,30,2,8,-14,-7,-24,0,3,16,8
O=C(CSc1n[nH]c(=O)[nH]c1=O)c1ccc(Cl)cc1Cl,-6,4,-7,7,-13,-1,-22,0,9,-17,12
C/C1=C\CCC2C(/C=C(\C)CC1)OC(=O)C2CN1CCCCC1 (stereo not drawn),6,15,-2,2,-25,-12,-8,-2,23,13,6
CCN(C[C@H]1N[C@@](C)(C(=O)OC)[C@H]2C(=O)N(C)C(=O)[C@@H]12)S(=O)(=O)c1ccc(-c2ccccc2)cc1,7,-5,2,4,1,15,-4,/,-5,2,5
CCOc1ccc(NC(C)=O)cc1,-5,-2,-39,13,-10,-11,2,5,-4,4,2
CC1CCN(c2nc(/C=C/c3ccccc3)nc3ccccc23)CC1,2,-42,2,13,1,-6,-13,-5,-76,-23,-53
CCSC1=NCCN1C(=O)c1c(-c2ccccc2Cl)noc1C,4,-5,-16,7,10,-19,6,1,9,-21,13
Cc1ccccc1C(=O)Nc1c2c(nc3ccccc13)CCCC2,5,9,-2,-3,-5,24,-2,-3,22,3,17
OC(COc1ccc2ccccc2c1)Cn1cncn1 (stereo not drawn),5,-26,-38,-15,11,-7,-3,-2,-45,-10,-17
COCc1cccc(-c2csc(C(O)c3ccc(OC)cc3)n2)c1 (stereo not drawn),2,-4,-12,/,-16,7,-16,/,-14,-6,-5
COc1ccccc1/C=C/C=N/NC(=O)c1ccco1,4,-66,-72,-24,10,/,1,-3,-207,-12,-121
Cc1ccc(C(=O)N/N=C/c2sc(=O)n(Cc3cccc(C(=O)O)c3)c2Cl)cc1,-11,-4,-18,3,6,-5,14,-2,-1,-23,7
CCOc1cc(/C=C2\SC(=S)N(NS(=O)(=O)c3ccc(C)cc3)C2=O)ccc1O,-4,-2,-1,-9,-4,5,-4,-53,20,14,14
COc1ccc2oc(C(=O)OCC(=O)Nc3cccc(S(=O)(=O)N4CCOCC4)c3)c(C)c2c1,-34,-1,-19,-3,-20,10,-16,3,-3,-7,-17
CCOC(=O)c1c[nH]c2ccc([N+](=O)[O-])cc12,-8,-17,-36,-7,0,-10,-34,/,-36,15,-5
O=C(COc1ccccc1)Nc1nc(-c2cccs2)cs1,10,/,-21,-13,-4,-11,-36,0,-80,36,-103
Cc1ccc(C2SCC(C(=O)O)N2C(=O)c2ccc(F)cc2)cc1 (stereo not drawn),-4,-16,5,-1,-7,-8,7,0,20,10,0
Cc1nc(-c2ccc(S(=O)(=O)Nc3ccc(Br)cc3Cl)s2)cs1,-12,35,7,3,-7,-32,-5,2,19,-19,8
Cc1csc(NC(=O)C2CCCN2C(=O)Oc2ccccc2)n1 (stereo not drawn),4,14,-7,-3,6,-6,-8,-2,21,3,5
Cc1nn2cnc3sc4c(c3c2nc1=O)CCCC4,-2,5,-10,6,-13,-3,-25,2,13,-4,14
O=C(Nc1nnc(SCCC2OCCO2)s1)C1CC(=O)N(c2ccccc2)C1 (stereo not drawn),-6,8,-4,-3,-1,4,-12,-1,2,5,16
O=C(c1ccco1)N1CCN(Cc2nc(Cc3ccccc3)no2)CC1,-1,9,-22,8,-5,-1,-1,-2,18,10,-4
COc1ccc(S(=O)(=O)NNC(N)=S)cc1,0,13,-11,-5,-1,-1,-17,-5,14,-3,1
CCCCn1c(N)c(N(CCOC)C(=O)c2cc(S(=O)(=O)N3CCOCC3)ccc2Cl)c(=O)[nH]c1=O,5,-12,-10,1,-1,-2,-2,/,9,18,-1
COc1ccc(NC(=O)NC(C(F)(F)F)C(F)(F)F)cc1,8,4,9,0,-5,6,-7,2,-22,16,-12
Cc1nnsc1S(=O)(=O)Cc1ccccc1C(F)(F)F,16,19,-15,-8,-12,15,-13,0,4,-7,7
CCc1c(-c2ccccc2)nc(N)c(C#N)c1-c1cccs1,5,7,4,-8,8,-15,10,-3,18,22,29
O=C(CN1CCc2cc3c(cc2C1)OCCCO3)Nc1ccc(S(=O)(=O)N2CCCC2)cc1,-1,6,0,13,5,18,13,-1,6,-19,-3
Cc1ccc(OC(=O)c2ccc(Cl)c([N+](=O)[O-])c2)cn1,10,-4,-12,-1,-1,-11,-2,-2,-11,7,28
CCCCn1ccnc1C(=O)c1cccc(S(=O)(=O)N2CC(C)CC(C)C2)c1 (stereo not drawn),8,13,1,4,19,69,14,-2,0,5,17
COC(=O)c1ccccc1NC(=O)Nc1ccc2c(c1)OCO2,6,-26,-13,-13,-12,-30,5,0,-66,0,-52
O=C(NCc1cccnc1)C(=O)NCC1OCCCN1S(=O)(=O)c1cc(F)ccc1F (stereo not drawn),11,-13,-5,/,-1,-9,-14,/,-24,-12,-32
COc1cc(C)c(C(N)=O)c(OC)n1,-3,0,-8,-4,-17,3,-28,-2,-4,14,0
C[C@H](CO)N1C[C@H](C)[C@@H](CN(C)S(=O)(=O)c2cccs2)Oc2ccc(NS(=O)(=O)c3ccccc3)cc2C1=O,4,2,17,-11,-4,-21,-24,/,-2,-8,7

# High-throughput results: PubChem BioAssay, several laboratories
